TR-FRET SRC-2 ct = flags TR-FRET format artefacts in PPARgamma SRC-2 recruitment agonist screen; TR-FRET artefact counter-screen; stronger effect = higher value; TR-FRET ratio at 8 µM; AID 1049; 0.4% of 200,000 active; in the data active = TR-FRET ratio above about 2000; also: inactives centre near 1500
PMI activator = phosphomannose isomerase (human) activation; P34949; activation factor at 20 µM; purified human PMI, coupled resazurin fluorescence, 20 min; stronger effect = higher value; 1 = vehicle control, 0 substrate-free wells; 0.005% of 190,000 active;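 active = activation factor of 2 or more at 20 µM, relative to plate controls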
Target sequence (P34949 whole entry, looked up): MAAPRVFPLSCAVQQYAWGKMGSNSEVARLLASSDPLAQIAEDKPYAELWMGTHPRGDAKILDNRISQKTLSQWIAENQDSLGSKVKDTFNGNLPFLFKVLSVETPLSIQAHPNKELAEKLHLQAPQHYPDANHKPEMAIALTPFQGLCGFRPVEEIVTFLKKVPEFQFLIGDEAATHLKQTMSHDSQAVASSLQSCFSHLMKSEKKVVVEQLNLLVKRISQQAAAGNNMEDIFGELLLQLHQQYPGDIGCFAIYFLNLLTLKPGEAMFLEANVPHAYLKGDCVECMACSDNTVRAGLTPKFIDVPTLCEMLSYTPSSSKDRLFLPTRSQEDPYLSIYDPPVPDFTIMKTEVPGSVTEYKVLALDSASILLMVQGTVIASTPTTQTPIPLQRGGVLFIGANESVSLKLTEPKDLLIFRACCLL
PPARg SRC-2 ag = agonists of SRC-2 recruitment by human PPARgamma; activation, % at 8 µM; PPARgamma LBD-SRC-2 recruitment, biochemical; P37231; 0.34% of 200,000 active; AID 1032; in the data active = activation above about 22%;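 also: 0% = vehicle and 100% = reference agonist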
Diaph inh CS = inhibits diaphorase or chemically oxidizes, flagging diaphorase assay artifacts; diaphorase resazurin-to-resorufin fluorescence, NADH, 16 min; bacterial (C. kluyveri) enzyme, not human; inhibition, % at 20 µM; 0.69% of 190,000 active; AID 1217;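 active = primary screen inhibition at 20 µM above a set limit, cut at about 50% in these data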;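 also: plate controls were DMSO with full reaction for no effect and wells lacking NADH for full effect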
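Test system: Clostridium kluyveri diaphorase enzyme / Quantity: diaphorase at 0.14 U/mL in enzyme working solution / Incubation: 16-min room-temperature incubation before reading / Benchmarks: NADH-free wells as positive control, DMSO-only neutral wells / Signal: resorufin fluorescence 544/590 nm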
PPARg SRC1 recr = agonists of human PPARgamma SRC-1 coactivator recruitment | P37231 | PPARgamma-SRC-1 coactivator recruitment biochemical assay | activation, % at 8 µM | 0.41% of 200,000 active | AID 631; in the data active = activation above about 19%;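 also: 0% = DMSO and 100% = reference agonist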
PMI act satM6P = increases human PMI activity with near-saturating mannose 6-phosphate; coupled PMI enzyme assay, resazurin fluorescence, 20 min; stronger effect = higher value; 1 = untreated enzyme, 0 = substrate-free blank; AID 1216; activation factor at 20 µM; 0.34% of 190,000 active;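 active = activation factor of 2 or more at 20 µM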
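Test system: human phosphomannose isomerase with PGI, G6PDH, diaphorase coupling enzymes; Amount: PMI at 15 ng/mL final; Reagent: Mannose-6-phosphate 1.0 mM (near-saturating) plus 0.22 mM NADP+; Timing: 20 min, room temperature; Technique: resorufin fluorescence at Ex 544/Em 590 nm; Dosing: 20 µM single dose.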
G6PDH counter = counter-screen for G6PDH assay hits: L. mesenteroides G6PDH inhibition. Purified L. mesenteroides G6PDH, diaphorase/resazurin coupled fluorescence, 45 min. inhibition, % at 5 µM. 0.12% of 200,000 active. AID 1020; in the data active = inhibition above about 50%
ROMK mod = modulates human ROMK potassium channel activity. Tet-inducible ROMK, thallium flux fluorescence; actives lie on both sides. 2% of 130,000 active. B-score at 10 µM. AID 1918;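 active = signal ratio slope over the read window, or its plate-corrected B-score, at least 3 SD from the plate mean, either direction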;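 also: B-score of the F/F0 ratio slope over 7 to 12 s after thallium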
S1P3 antagonist = blocks the human S1P3 receptor | AID 485 | inhibition, % at 4.98 µM | CHO S1P3 NFAT-BLA reporter, FRET fluorescence, antagonist mode | Q99500 | 0.27% of 170,000 active;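 active = inhibition above the plate cutoff, the mean inhibition of test wells on that plate plus 3 SD, cut at about 28% in these data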;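 also: cells challenged with S1P at its EC80 of 0.8 µM; blue over green emission ratio from cleaved BLA substrate after 4 h stimulation; 0% = S1P-stimulated wells and 100% = unstimulated DMSO-only wells; some compounds past the cut are filed as inactive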
Target sequence (Q99500 whole entry, looked up): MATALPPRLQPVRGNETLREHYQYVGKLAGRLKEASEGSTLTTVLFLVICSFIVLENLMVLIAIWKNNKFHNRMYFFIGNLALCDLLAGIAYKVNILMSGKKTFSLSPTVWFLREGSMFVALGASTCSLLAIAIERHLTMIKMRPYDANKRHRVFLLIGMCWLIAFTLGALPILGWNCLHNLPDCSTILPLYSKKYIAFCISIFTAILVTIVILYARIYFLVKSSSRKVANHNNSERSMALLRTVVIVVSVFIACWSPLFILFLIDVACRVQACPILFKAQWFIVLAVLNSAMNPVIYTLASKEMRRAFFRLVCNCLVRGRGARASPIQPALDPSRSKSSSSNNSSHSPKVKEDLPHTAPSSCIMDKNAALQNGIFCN
PPARg SRC3 recr = promotes SRC-3 coactivator recruitment by human PPARgamma. P37231. biochemical PPARgamma/SRC-3 coactivator recruitment assay. activation, % at 8 µM. 0.26% of 200,000 active. AID 731; in the data active = activation above about 23%;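 also: 0% = DMSO and 100% = reference agonist; some compounds past the cut are filed as inactive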
Diaph act CS = activates diaphorase or chemically reduces, flagging diaphorase assay artifacts. Diaphorase/resazurin coupled assay, resorufin fluorescence, 16 min; stronger effect = higher value; 1 = vehicle wells, 0 = NADH-free wells. activation factor at 20 µM. 0.005% of 190,000 active;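 active = diaphorase activity raised at least twofold by the compound at 20 µM; inactive = activation factor below 2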
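test system = bacterial diaphorase enzyme (C. kluyveri) | quantity = enzyme 0.07 U/mL final | reagent = NADH substrate 0.114 mM plus resazurin dye 0.1 mM, final | incubation = 16 min enzyme reaction, ambient temperature | buffer or medium = HEPES pH 7.4 buffer with MgCl2 and Tween 20 | signal = fluorescence of resorufin, 544 nm excitation, 590 nm emission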
* marks the source's active call; other numbers are inactive results; · = not tested or not shown.

Order of results: TR-FRET SRC-2 ct | PMI activator | PPARg SRC-2 ag | Diaph inh CS | PPARg SRC1 recr | PMI act satM6P | G6PDH counter | ROMK mod | S1P3 antagonist | PPARg SRC3 recr | Diaph act CS
> COc1cccc(/C=N/n2c(N)c(S(=O)(=O)c3cccs3)c3nc4ccccc4nc32)c1
    1677 | 1 | 11.0 | 7.5 | 4.5 | 1 | -2.9 | · | · | 9.4 | 0.9
> O=C(N/N=C/c1ccc(OC(F)F)cc1)c1ccc(CSc2nc3ccccc3[nH]2)cc1
    1601 | 0.9 | 3.0 | 10.3 | 6.5 | 1 | -25.6 | · | 8.2 | 1.0 | 0.9
> O=C(COC(=O)c1ccccc1-c1ccccc1[N+](=O)[O-])c1ccccc1
    1771 | 1 | 10.6 | -2.2 | 7.7 | 0.9 | 7.5 | · | · | 19.4 | 1
> COc1cc2[nH]c(=S)nc(NCCc3ccc(S(N)(=O)=O)cc3)c2cc1OC
    1641 | 1 | 8.7 | 30.6 | 3.0 | 1 | 0.8 | 0.307 | 3.3 | 4.3 | 0.7
> Cc1cccc2cc(CN(Cc3ccc(F)cc3)Cc3nnnn3C3CCCC3)c(=O)[nH]c12
    4917* | 1.1 | 111.9* | 14.1 | 9.8 | 1 | 2.2 | 0.793 | 10.6 | 61.6* | 0.9
> O=C(/C=C/c1cccc([N+](=O)[O-])c1)NCCSCc1c(Cl)cccc1Cl
    1733 | 0.9 | 2.2 | 22.0 | 2.8 | 0.9 | -19.4 | 0.737 | -10.0 | 4.7 | 0.8
> COc1ccccc1NC(=O)CCC(=O)OCc1ccc(Br)cc1
    1817 | 0.9 | 7.8 | 11.3 | 2.8 | 0.9 | -3.9 | 0.0701 | -30.7 | 0.8 | 0.9
> O=C(Nc1nnc(Cc2ccccc2)s1)c1cccs1
    1713 | 1 | 5.1 | 4.3 | 5.3 | 1.1 | 2.4 | 0.774 | -21.3 | 2.2 | 1
> CN[C@H]1CC[C@@H](c2ccc(Cl)c(Cl)c2)c2ccccc21
    1523 | 0.9 | 6.7 | 10.0 | 3.3 | 0.9 | 10.7 | · | -5.0 | 0.5 | 0.9
> CN1CCc2c(c3ccccc3n2C)C1
    1596 | 1 | 5.3 | 2.5 | -5.5 | 1 | 1.3 | · | · | -2.5 | 1
> CCOC(=O)C(C(=O)OCC)C(C#N)c1ccccc1 (stereo not given)
    1297 | 0.9 | 1.2 | 13.2 | -0.5 | 1 | 11.4 | · | -9.1 | -5.6 | 0.9
> O=C1N=C(N2CCc3ccccc3C2)S/C1=C\c1cccc(O)c1
    1419 | 0.9 | -1.2 | 11.1 | -1.6 | 1 | 10.6 | · | 1.0 | -1.6 | 0.9
> O=C(NC1CCCCCCC1)C1c2ccccc2C(=O)N1Cc1ccco1 (stereo not given)
    1564 | 1 | -5.8 | 14.1 | 1.8 | 0.9 | -0.4 | · | · | 2.5 | 0.9
> COc1ccc(CN(C(=O)CSc2nnc(-c3ccc(OC)c(OC)c3)o2)c2ccc(F)cc2)cc1
    1642 | 0.9 | 10.3 | 24.2 | 7.9 | 0.9 | -2.1 | 0.381 | · | -2.8 | 0.8
> Cc1oc(-c2ccccc2Cl)nc1CSCC(=O)N1CCCC1
    1435 | 1 | 1.4 | 1.8 | 2.8 | 0.9 | 2.6 | · | -2.6 | -0.2 | 1
> COc1ccc(-c2csc3ncnc(Oc4ccc5c(C)cc(=O)oc5c4)c23)cc1
    1568 | 0.9 | -5.1 | 11.1 | -5.1 | 0.9 | -20.7 | · | 0.5 | 2.6 | 0.9
> COc1ccccc1C(=O)Nc1ccc2c(c1)OCCO2
    1601 | 1 | 1.4 | -2.0 | 9.0 | 1 | 7.4 | 0.647 | -11.7 | -8.6 | 1
> CCn1c(SCC(=O)N2c3ccccc3Sc3ccccc32)nnc1-c1ccco1
    1426 | 0.9 | -10.0 | 22.8 | -6.6 | 1 | -7.8 | · | -3.0 | -7.1 | 0.8
> CC(C)CC(=O)NC(=S)Nc1ccccc1C(F)(F)F
    1529 | 0.7 | 5.4 | 15.3 | -3.0 | 0.9 | 8.3 | -1.24 | 1.4 | 1.7 | 0.8
> Cc1cc(NC(=O)CCC(=O)N(Cc2cccs2)C(C(=O)NC2CCCC2)c2ccncc2)no1 (stereo not given)
    1596 | 1 | 8.8 | 22.5 | 3.0 | 0.9 | -0.6 | · | 12.0 | -2.6 | 0.8
> Cn1nc(C(F)(F)F)c(/C=N/OC(=O)c2ccc(Cl)cc2)c1Cl
    1611 | 1 | 10.2 | 9.3 | 0.3 | 1 | 7.8 | · | · | -4.2 | 0.9
> CCOc1ccc(C2CC(c3cccc(OC)c3OC)n3nnnc3N2)cc1Cl (stereo not given)
    1428 | 0.8 | 0.7 | 23.3 | 3.2 | 0.8 | -0.3 | -0.0311 | 1.6 | -4.7 | 0.8
> O=C(COC(=O)COc1ccc(Cl)cc1Br)NCc1cccs1
    1515 | 1.1 | 3.8 | 12.3 | 2.4 | 1 | -2.3 | 0.942 | -7.8 | -2.6 | 0.9
> CC(NC(=O)COC(=O)c1cn(-c2ccccc2)nc1-c1cccs1)c1ccccc1 (stereo not given)
    2073* | 0.9 | 7.4 | 23.3 | 15.1 | 1 | -0.9 | 0.782 | · | 0.1 | 0.8
> Cc1ccc(C2C3CSCC=C3C(C#N)=C(N)C2(C#N)C#N)cc1 (stereo not given)
    1781 | 0.8 | 9.1 | 12.6 | -0.4 | 0.9 | -15.4 | -0.262 | 9.5 | 0.8 | 0.9
> O=C(COC(=O)c1cncc(Br)c1)NC1CCCC1
    1570 | 1.1 | 4.7 | 5.9 | -2.6 | 1 | 8.4 | · | -21.1 | 1.1 | 0.9
> CC(C)(C)c1ccc(Oc2cccc(C3CC(=O)C(C4NCCc5ccccc54)C(=O)C3n3cncn3)c2)cc1 (stereo not given)
    1544 | 0.9 | 4.1 | 8.9 | 3.5 | 1 | 5.0 | · | · | 1.4 | 0.9
> Cc1nc(N2CCC(C)CC2)c2c(C)c(C(=O)Nc3cccc(C(F)(F)F)c3)sc2n1
    1672 | 0.9 | -2.7 | 14.0 | 4.0 | 0.9 | 4.2 | -0.737 | -7.9 | -6.4 | 0.9
> Cc1ccc(-c2cc(C(=O)N3CCN(C(=O)c4ccco4)CC3)no2)cc1
    1440 | 0.9 | 0.6 | 10.1 | 1.4 | 0.9 | -34.5 | -0.517 | 2.3 | 6.7 | 0.9
> Cc1ccc(NC(=O)COC(=O)C2CC2)c(Br)c1
    1526 | 1.1 | -2.9 | 5.0 | 7.7 | 1.1 | 0.5 | · | 3.0 | 0.5 | 0.9

Some of these compounds in order of the PPARg SRC1 recr value, low to high:
molecule,PMI activator,PPARg SRC-2 ag,Diaph inh CS,PPARg SRC1 recr,PMI act satM6P,ROMK mod,S1P3 antagonist,PPARg SRC3 recr,Diaph act CS
Cc1ccc(C2C3CSCC=C3C(C#N)=C(N)C2(C#N)C#N)cc1 (stereo not given),0.8,9.1,12.6,-0.4,0.9,-0.262,9.5,0.8,0.9
O=C(/C=C/c1cccc([N+](=O)[O-])c1)NCCSCc1c(Cl)cccc1Cl,0.9,2.2,22.0,2.8,0.9,0.737,-10.0,4.7,0.8
CC(C)(C)c1ccc(Oc2cccc(C3CC(=O)C(C4NCCc5ccccc54)C(=O)C3n3cncn3)c2)cc1 (stereo not given),0.9,4.1,8.9,3.5,1,·,·,1.4,0.9

Other results
Order of results: TR-FRET SRC-2 ct | PMI activator | PPARg SRC-2 ag | Diaph inh CS | PPARg SRC1 recr | PMI act satM6P | G6PDH counter | ROMK mod | S1P3 antagonist | PPARg SRC3 recr | Diaph act CS
> CCOC(=O)C1=C(C)Nc2ncnn2C1c1cccs1 (stereo not given)
    1632 | 0.9 | 7.8 | 5.7 | 5.6 | 0.9 | -4.4 | · | · | 10.4 | 0.9
> O=C1c2cccnc2C(Nc2cccc(F)c2)N1Cc1ccco1 (stereo not given)
    1634 | 1 | 7.7 | 6.7 | -0.1 | 0.9 | 0.4 | 0.987 | -4.0 | 2.0 | 0.9
> COC(=O)CN(c1ccc(OC)cc1OC)S(=O)(=O)c1ccccc1[N+](=O)[O-]
    1313 | · | -2.6 | · | 0.8 | · | 6.4 | 0.0524 | -21.8 | 0.1 | ·
> CN1C(=O)/C(=C/c2ccccc2OCc2ccc(C(=O)O)cc2)NC1=S
    1489 | 0.9 | -1.5 | 58.0* | 2.1 | 0.9 | 12.7 | -0.367 | -6.2 | -2.7 | 0.4
> COc1ccc(CN(CCCN2CCOCC2)S(=O)(=O)N(C)C)cc1OC
    1646 | 0.9 | -0.7 | 23.5 | 6.7 | 0.9 | 1.8 | 0.712 | -25.5 | -3.0 | 0.8
> CC(C)(C)NC(=O)C1Cc2ccccc2CN1C(=O)Nc1cccc(Cl)c1 (stereo not given)
    1693 | 1 | -1.2 | 0.6 | 0.8 | 1 | 5.9 | · | · | 4.6 | 1
> COC(=O)CCCCC1SCC(NC(=O)c2ccccc2)C1OC(C)=O (stereo not given)
    1688 | 0.9 | 2.9 | 13.1 | -0.4 | 0.9 | 5.0 | 0.147 | -12.6 | -2.5 | 0.9
> O=C(COc1ccccc1)NCCSCc1ccc(Cl)cc1
    1469 | 1 | -5.2 | 14.5 | 0.8 | 1 | -0.2 | -1.63 | -3.2 | 1.9 | 0.9
> CC1(C)C=Cc2c(c3ccccc3[nH]c2=O)O1
    1555 | 1.1 | 5.8 | 0.8 | 17.8 | 1.1 | 7.8 | -0.0537 | -0.1 | 7.4 | 1
> CCN1C(=C(C#N)C#N)C=Cc2cc(C)ccc21
    1525 | 1 | 2.2 | 9.4 | 2.6 | 0.9 | 1.2 | -0.522 | -12.6 | -0.5 | 0.9
> C[C@@H]1NC(=O)[C@H](CCCN=C(N)N)NC(=O)c2cc([N+](=O)[O-])cc(I)c2NCCC[C@@H](C(N)=O)NC1=O
    1561 | 1.1 | 10.2 | -1.4 | 10.8 | 1.1 | 14.1 | -0.0582 | -17.9 | 3.5 | 1
> COc1ccc(/C=N/NC(=S)Nc2ccccc2)cc1COc1ccc(F)cc1F
    1728 | 0.9 | 0.6 | 16.1 | -1.1 | 0.9 | -3.3 | 0.0792 | -4.7 | 1.6 | 0.8
> COc1ccc(-c2noc(CCCOc3ccccc3)n2)cc1OC
    1549 | 0.8 | 9.3 | 19.8 | 5.3 | 0.8 | -28.5 | · | -9.6 | 7.5 | 0.8
> COc1ccc2c(c1[N+](=O)[O-])CCC/C2=N/OC(=O)c1cccc2ccccc12
    1615 | 1.3 | -0.6 | 8.0 | -5.7 | 1.7 | 7.0 | · | · | -0.7 | 0.9
> N#C/C(=C/c1ccccc1)c1nn(CCO)c(N)c1C#N
    1600 | 0.7 | 5.6 | 20.4 | 3.9 | 0.7 | -10.7 | · | · | 4.1 | 0.8
